Screens (PubChem)
Pol kappa inh: qHTS for Inhibitors of Polymerase Kappa. DNA polymerase kappa (Homo sapiens), Q9UBT6. purified Pol kappa, fluorescent DNA synthesis assay, 10 min. Potency, µM (doses to about 107 µM), for inactives: top-dose activity, negative = inhibition, usual class: inhibitors. actives 0.53% (n = 400,000). AID 588579, 2011; further: potency means the concentration at half of the fitted maximal effect; on the % scale 0 is the no-effect control and ±100 the full control effect
Target sequence (Q9UBT6 whole entry, looked up): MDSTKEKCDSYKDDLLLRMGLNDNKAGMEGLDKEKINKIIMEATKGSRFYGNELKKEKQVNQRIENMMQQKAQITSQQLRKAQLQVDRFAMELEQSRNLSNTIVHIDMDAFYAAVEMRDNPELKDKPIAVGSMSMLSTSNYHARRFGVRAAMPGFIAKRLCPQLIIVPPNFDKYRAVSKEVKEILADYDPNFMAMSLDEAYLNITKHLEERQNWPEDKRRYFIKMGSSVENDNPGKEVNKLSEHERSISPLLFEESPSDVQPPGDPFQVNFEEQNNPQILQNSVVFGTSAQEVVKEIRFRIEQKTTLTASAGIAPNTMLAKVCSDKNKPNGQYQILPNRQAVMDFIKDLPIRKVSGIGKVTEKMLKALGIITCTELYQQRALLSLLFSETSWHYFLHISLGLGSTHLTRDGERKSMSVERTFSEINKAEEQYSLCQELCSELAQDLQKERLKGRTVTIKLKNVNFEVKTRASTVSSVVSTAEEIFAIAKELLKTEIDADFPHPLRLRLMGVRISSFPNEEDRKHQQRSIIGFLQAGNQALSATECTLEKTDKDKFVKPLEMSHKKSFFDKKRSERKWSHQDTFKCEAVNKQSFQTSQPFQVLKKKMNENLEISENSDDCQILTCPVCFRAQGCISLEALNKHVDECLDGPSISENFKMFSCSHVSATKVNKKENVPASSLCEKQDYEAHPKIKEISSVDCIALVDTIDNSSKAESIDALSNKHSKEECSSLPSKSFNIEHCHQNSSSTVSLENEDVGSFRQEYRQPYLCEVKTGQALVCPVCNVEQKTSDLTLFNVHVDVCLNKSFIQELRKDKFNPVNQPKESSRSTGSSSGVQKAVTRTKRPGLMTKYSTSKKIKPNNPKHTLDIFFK
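Inhibition of 10 nM Pol kappa is measured by a fluorescent read-out at 0 and 10 min following addition of 50 nM substrate (final), with a 15-min room-temperature compound preincubation.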
APEX1 inh: qHTS Assay for Inhibitors of the Human Apurinic/apyrimidinic Endonuclease 1 (APE1); DNA repair nuclease/redox regulator APEX1 (Homo sapiens), P27695; recombinant APE1, TAMRA/BHQ-2 abasic DNA cleavage fluorescence; Potency, µM (series often up to 65.8 µM), inactives show at the highest dose activity change, negative = inhibition, actives largely listed as inhibitors; actives 0.35% (n = 350,000);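 further: potency means the concentration at half of the fitted maximal effect; plate controls were vehicle for no effect and reference inhibitor for full effect; nearly all actives have a fitted effect of over 55% in size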
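APE1 at 0.75 nM preincubated 15 min at room temperature with compound. Reaction then started with 50 nM double-stranded THF-abasic substrate labelled with TAMRA/BHQ-2, and 525/598 nm fluorescence read kinetically. Activity taken as third-minus-first read difference, normalized to DMSO and NSC13755 controls.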
Apoferritin bind: qHTS Assay for Identification of Novel General Anesthetics; apoferritin/1-aminoanthracene competitive binding, fluorescence; Potency, µM (highest dose often 77.5 µM), for the others: at the highest dose activity change, negative = displacement, actives largely listed as inhibitors; actives 0.074% (n = 350,000); AID 485281, 2010; further: potency means the concentration at half of the fitted maximal effect; on the % scale 0 is the no-effect control and ±100 the full control effect; nearly all actives have a fitted effect of over 20% in size
Target sequence (P02791 2-175 limits assumed): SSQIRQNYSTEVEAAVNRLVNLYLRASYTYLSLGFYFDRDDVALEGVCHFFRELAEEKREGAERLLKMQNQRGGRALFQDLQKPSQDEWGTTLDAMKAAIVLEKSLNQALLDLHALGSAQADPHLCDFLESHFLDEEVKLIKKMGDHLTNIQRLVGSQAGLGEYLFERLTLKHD
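Read-out: endpoint 1-AMA fluorescence, excitation 380 nm and emission 535 nm, after compounds sit 10 min at room temperature with 10 uM horse-spleen apoferritin in 50% saturated 1-AMA/PBS. Values come from four-parameter Hill fits.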
BLM inh: qHTS Assay for Inhibitors of Bloom's syndrome helicase (BLM); RecQ-like DNA helicase BLM (Homo sapiens), P54132; recombinant BLM DNA unwinding, fluorescence dequenching; Potency, µM (doses to about 56.1 µM), for inactives: top-dose activity change, negative = inhibition, usual class: inhibitors; actives 0.2% (n = 350,000);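 further: potency means the concentration at half of the fitted maximal effect; plate controls were vehicle for no effect and no enzyme for full effect; nearly all actives have a fitted effect of over 35% in size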
Pol iota inh: qHTS for Inhibitors of Polymerase Iota. Pol iota fluorescent replication assay, 10 min. actives 1% (n = 390,000). DNA polymerase iota (Homo sapiens), Q9UNA4. Potency, µM (top dose mostly 115 µM), for the others: at the top dose activity, negative = inhibition, hits mostly inhibitors; further: potency means the concentration at half of the fitted maximal effect
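Fluorescent replication assay read twice, at 0 min and 10 min after adding 50 nM (final) substrate. Enzyme (10 nM) and compounds were first incubated 15 min at room temperature; enzyme-free buffer wells were negative controls.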
POLB inh: qHTS Assay for Inhibitors of DNA Polymerase Beta; Pol beta primer extension/strand displacement, fluorescence kinetic; Potency, µM (doses to about 114 µM), for inactives: top-dose activity change, negative = inhibition, hits mostly inhibitors; actives 1.3% (n = 340,000); further: potency means the concentration at half of the fitted maximal effect; on the % scale 0 is the no-effect control and ±100 the full control effect
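Homogeneous kinetic assay of primer extension and strand displacement by 10 nM Pol beta, preincubated 15 min at room temperature with compound before 50 nM substrate (final) was added. Read at 0 and 10 min; four-parameter Hill fit.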
TRHR agonist: qHTS for Small Molecule Agonists and Allosteric Enhancers of Human TRH Receptor: Primary Screen for Agonists; Thyrotropin-releasing hormone receptor (Homo sapiens), P34981; actives 0.18% (n = 360,000); activation, % at 2 µM; TRHR cells, calcium flux fluo-8, FDSS agonist mode; in the data active means activation above about 30%; further: 0% is about no effect
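Steps: seed TRHR cells overnight; add fluo-8 no-wash Ca dye, RT 30 min–1.5 h; record 10 s baseline; pin-transfer compounds; monitor fluorescence 1 cycle/s for the agonist window. Calcium increases flag candidate agonists.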
ALOX12 inh: Primary qHTS assay for inhibitors of human arachidonate 12S-lipoxygenase (ALOX12): Round 2 | Polyunsaturated fatty acid lipoxygenase ALOX12 (Homo sapiens), P18054 | purified 12hLO, xylenol orange hydroperoxide absorbance | Potency, µM (top dose mostly 108 µM), inactives show at the highest dose activity change, negative = inhibition, most hits filed as inhibitors | actives 1.1% (n = 580,000) | AID 1671190, 2021; further: potency means the concentration at half of the fitted maximal effect; on the % scale 0 is the no-effect control and ±100 the full control effect
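Purified human 12hLO at 150 nM in 25 mM Hepes, 0.01% Triton X-100, pH 7.0, preincubated 15 min at room temperature with compound. Reaction started with 40 uM arachidonic acid, 30 min at room temperature. Hydroperoxide measured by Fe-xylenol orange, 573/405 nm absorbance ratio.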
ERG Ets-DNA blk: qHTS for Small Molecule Inhibitors of the ERG Ets/DNA interaction; Potency, µM (series often up to 76.9 µM), without a hit: at the highest dose FP activity, negative = inhibition, actives largely listed as inhibitors; AID 624246, 2012; Transcriptional regulator ERG (Homo sapiens), P11308; actives 0.028% (n = 370,000); fluorescence polarization, His-ERG Ets domain / labelled DNA; active means well fitted inhibition curve with a large enough effect in the polarisation, with a control signal flat; inconclusive means small, poorly fitted or top-dose-only effect, or effect the other way, or a change in a side signal; inactive means no such curve, though single readings can be large or run the other way; the % refers to the polarisation;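 further: polarization taken with two DNA probes labelled with fluorescein and Texas red; potency means the concentration at half of the fitted maximal effect; % of control where 0% means no effect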
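His-tagged ERG Ets domain (1 uM in the protein solution; 300mM KCl, 50mM Tris-HCl, 1mM EDTA, 1mM DTT, pH 7.5) received compound, then a probe mix of 5 nM fluorescein-DNA and 100nM Texas-615-DNA. Fluorescence polarization was read for both dyes.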
Active calls of the source: *; ? = inconclusive; nt = no result given; [ ] = dose if it differs, or a comment. Unless noted, the call rests on the fitted dose curve; in most records, active means well fitted curve in the direction sought with a large enough effect; inconclusive means small, poorly fitted or top-dose-only effect, or another doubt; inactive means no such curve, though single readings can be large; an effect the other way counts as inactive or inconclusive. An excerpt. The share of hits here may be higher or lower than overall.

Molecule	Pol kappa inh	APEX1 inh	Apoferritin bind	BLM inh	Pol iota inh	POLB inh	TRHR agonist	ALOX12 inh	ERG Ets-DNA blk
C/C(=N\NC(=O)c1ccccc1)c1c(O)n(C2CCCCC2)c(=O)[nH]c1=O	-5%	-15%	-7%	-3%	26%	0%	-0.2	5%	2%
COc1cccc(CC(=O)N2CCN(Cc3cccc(Cl)c3)CC2)c1	-4%	31%	-7%	-9%	60%[activator]	26%	-0.4	-7%	-8%
CCOC(=O)C1(c2ccccc2)CCN(CC(=O)Nc2cccc3ccccc23)CC1	-12%	-4%	4%	-7%	2%	?	-1.3	?	nt
C[C@@H]1CC[C@H]2[C@H](C)[C@H]3CC[C@@]4(O)[C@@H]5CC(=O)[C@H]6CC(=O)CC[C@]6(C)[C@H]5C[C@H]4[C@@H]3CN2C1	17%[60.1 µM]	-4%	10%	4%	nt	nt	nt	nt	nt
Cc1ccc(NC2=NCCCS2)cc1Cl	-2%	23%	?	-1%	53%[activator]	17%	-1.2	1%	2%
O=C1C=Cc2ccccc2C1=O	nt	?	-3%	-1%	nt	?	0.4	nt	nt
O=C(NCC(c1cccnc1)N1CCOCC1)Oc1ccccc1 (stereo unspecified)	4%	2%	-6%	3%	?	3%	0.6	0%	-2%
O=C1/C(=C\c2ccc(Cl)c(Cl)c2)N2CCC1CC2	0%	6%	?	-1%	39%[activator]	-14%	-1.0	?	1%
CC1CC2C(C(O)CC3(C)C(O)CCC23)C2(C)CCC(=O)C=C12 (stereo unspecified)	7%	nt	nt	nt	42%[activator]	nt	nt	-5%	10%
Cc1cc(C)cc(N2C(=O)NC(=O)/C(=C/c3cccn3-c3ccc(Cl)cc3)C2=O)c1	-5%	?	8%	-6%	?	12%	0.0	-14%	-8%
CCCCCn1c(=O)c(C(=O)Nc2ccccc2Cl)c(O)c2ccccc21	0%	47%[activator]	1%	-3%	8%	22%	0.6	0%	9%
CC(C)(CO)CNC1CCCN(C2Cc3ccccc3C2)C1 (stereo unspecified)	-10%	8%	-2%	1%	40%[activator]	43%	0.1	12%	-2%
CCN1C[C@]2(COC)CC[C@H](OC)[C@@]34C5C[C@@H]6[C@@H](OC)C[C@@]7(OCO[C@@]7([C@@H](O)C23)[C@@H]14)C5[C@H]6OC (stereo partly specified)	3%[19.4 µM]	-1%	1%	nt	nt	nt	nt	7%	nt
COc1ccc(CN2CCN(C(=O)COc3ccc4ccccc4c3)CC2)c(OC)c1	-18%	-26%	0%	-1%	-11%	2%	0.3	?	1%
Cc1[nH]c2ccc(OC(F)(F)F)cc2c1CCNCc1ccc(Cl)cc1	-6%	11%	-10%	-6%	32%[activator]	-1%	3.2	?	7%
C=CCN1C(=O)/C(=C\c2ccc(N3CCOCC3)o2)C(=O)NC1=S	-11%	?	-4%	-4%	?	-2%	13	?	19%
CC(C)=CCC/C(C)=C/CN(CC(C)O)CC(C)O (stereo unspecified)	-3%	13%	3%	1%	27%	1%	1.1	?	4%
CCCCn1c(N)c(C(=O)OCC2CCCO2)c2nc3ccccc3nc21 (stereo unspecified)	1%	-10%	185%[activator]	-5%	64%[activator]	-17%	-1.4	13%	-2%
COC(=O)C1=C(c2cccc(C#N)c2)C[C@@H]2CC[C@H]1N2C(=O)NCCCOC(C)C	-30%	-5%	nt	nt	13%	nt	0.0	0%	2%
COCCOC(=O)C1=C(N)Oc2c(c(=O)oc3ccccc23)[C@@]12C(=O)Nc1ccccc12	2%	0%	-11%	-4%	12%	30%	-0.3	0%	2%
C=Cn1ccnc1P(=S)(c1ccn(C)c1)c1nccn1C=C	-5%	-2%	-10%	-2%	17%	1%	-0.4	3%[57.4 µM]	nt
CC(=O)Nc1nnc(CCN(CCc2nnc(NC(C)=O)s2)[N+](=O)[O-])s1	4%	2%	40%[activator]	-5%	37%[activator]	3%	0.9	1%	3%
COCCNCCOc1ccc(C(C)(C)c2ccccc2)cc1	-4%	2%	?	1%	171%[activator]	1%	1.8	-25%	3%
O=C(Nc1ccccc1)c1ccccc1I	-6%[12 µM]	-1%	-14%	0%	nt	nt	nt	nt	nt
CC(C)NC(=O)c1ccc(N2CC3CC(C2)c2cccc(=O)n2C3)c([N+](=O)[O-])c1 (stereo unspecified)	0%	2%	-7%	-4%	53%[activator]	86%	-0.2	0%	5%
CN1C(=O)C(=Cc2sc(=O)n(-c3ccccc3)c2N2CCCCC2)C(=O)N(C)C1=O	3%	-12%	-9%	1%	106%[activator]	-13%	20	?	0%
CCOc1c(P(=S)(N(C)C)N(C)C)c(C)nn1-c1ccccc1	4%	1%	-8%	-5%	-8%	-18%	0.6	378%[activator]	-1%
CCCn1c(C(=O)c2ccc(OC)cc2)nc2ccccc21	-1%	2%	-22%	-7%	21%	?	0.4	1%	0%
CCn1c(C(=O)N2CCC(C(=O)N3CCC4(CC3)OCCO4)CC2)cc2sccc21	-1%[60.1 µM]	-6%	-9%	2%	6%	10%	-0.2	-21%	nt
CC1CC(C)OP(=O)(OCCC#N)O1 (stereo unspecified)	-12%	nt	nt	nt	6%	nt	nt	-2%	-4%
CC1CCCCN1Cc1ccc(Cl)nc1 (stereo unspecified)	6%	13%	-1%	-5%	83%[activator]	43%	-1.1	3%	8%
CC1Cc2ccccc2N1C(=O)COC(=O)c1ccc(Cl)nc1 (stereo unspecified)	-4%	4%	?	-2%	168%[activator]	8%	-0.6	-1%	-1%
O=C(c1cnn2c(C(F)(F)F)cc(-c3ccccc3)nc12)N1CCC2(CC1)OCCO2	-6%	-1%	-11%	2%	3%[58.9 µM]	-12%	-0.1	16%	7%
CC1CN=C(Nc2ccc(F)c(Cl)c2)S1 (stereo unspecified)	5%	1%	?	-3%	33%[activator]	13%	0.9	-10%	-8%
CCOC(=O)N(C)c1ccc(C(O)(C(=O)OCC)C(F)(F)F)cc1 (stereo unspecified)	-3%	7%	-6%	0%	0%	42%	-0.4	-2%	3%
Cc1cc(N)n(C2CCN(C)CC2)n1	-1%	5%	-6%	2%	11%	18%	0.6	0%	-3%
CN1CCC(O)(c2ccc(Cl)cc2)C(C(=O)c2ccc(Cl)cc2)C1 (stereo unspecified)	-12%	3%	-17%	-2%	?	3%	0.2	?	-1%
CC(=O)N1CCC2(CC1)CC(=O)c1cc(OCC(=O)N3CCC4(CC3)OCCO4)ccc1O2	5%	1%	245%[activator]	4%	29%	14%	0.4	1%	1%
Cc1cccc(CN2CCN(C(=O)Cc3ccccc3)CC2)c1	-10%	-30%	-5%	-1%	39%[activator]	0%	-0.6	-17%	8%
COc1ccc(-n2c(/C=C/c3ccc(O)c(OC)c3)nc3ccccc3c2=O)cc1	2%	-6%	4%	-5%	-19%	-14%	7.3	?	16%
O=C(Nc1ccc(C(F)(F)F)cc1)c1cccn(Cc2ccc3c(c2)OC(F)(F)O3)c1=O	1%	3%	-17%	-4%	12%	30%	nt	0%	4%
O=c1[nH]c(=O)n(Cc2ccco2)c(O)c1/C=N/N1CCCCCC1	-17%	0%	-4%	-9%	142%[activator]	3%	-0.2	-10%	2%
CC(NC1CCCCC1)C(O)C12CC3CC(CC(C3)C1)C2 (stereo unspecified)	4%	2%	-9%	2%	21%	1%	2.3	3%	3%
Nc1ccc2c(c1)Cc1cc([N+](=O)[O-])ccc1-2	-12%	-2%	-19%	3%	83%[activator]	2%	44*	-1%	1%
O=C(Nc1cccc2ccccc12)N1CCC2(CC1)OCCO2	-4%	-2%	-17%	-1%	39%[activator]	2%	-0.1	-13%	3%
c1ccc(N2CC3(CCNCC3)C2)nc1	-2%[60.1 µM]	21%	nt	5%	nt	nt	nt	0%[57.4 µM]	nt
CCCNc1oc(-c2cccc3ccccc23)nc1C#N	0%	16%	103%[activator]	-9%	-4%	27%	-0.1	?	4%
CCCN(CC1CC1)CC(O)c1ccccc1 (stereo unspecified)	-4%	44%	19%	-2%	126%[activator]	-1%	0.1	nt	-6%
O=C1NC(=O)N(Cc2ccccc2)C(=O)/C1=C\N1CCCc2ccccc21	?	4%	-8%	-10%	?	-9%	2.8	?	27%
O=C(Cc1ccccc1)N1CCN(C2CCCCCC2)CC1	3%	?	-6%	4%	11%	-29%	0.5	-17%	-3%
O=C(O)Cn1cc(C(=O)c2ccccc2)c2ccccc21	0%	1%	7%	-2%	-1%[58.9 µM]	-15%	-0.2	2%	1%
O=P(Nc1ccccc1)(Nc1ccccc1)Oc1cccc(Cl)c1	-3%	7%	-16%	-9%	13%	-7%	0.7	-28%	5%
CC12C=CC(=O)C=C1CC(O)C1C2CCC2(C)C1CCC2(C)O (stereo unspecified)	-9%	nt	nt	nt	45%[activator]	nt	nt	8%	-1%
